# Screening results (PubChem)
# SV40 large T antigen – SV40 large T antigen inhibitors, biochemical (AID 1903) | SV40 large T antigen ATPase/helicase inhibition assay; higher % means a stronger effect | inhibition, % at 20 µM, or IC50 in µM where a hit was titrated | 310,000 tested, 0.39% active; in the data active means a potency from the dose series; further: strong numbers were not always called active
# Rac1 GTP hydrolysis – MgcRacGAP GTPase-activating activity inhibitors, confirmation, biochemical, ADP Hunter fluorescence | MgcRacGAP-stimulated Rac1 GTP hydrolysis, ADP Hunter fluorescence; higher % means a stronger effect; GST-tagged Rac1 F28L mutant substrate | inhibition, % at 30 µM; hits with a dose series show IC50 in µM | 340,000 tested, 0.6% active;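 active means first-screen hits whose inhibition reached a set limit at any dose in the follow-up dose series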;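 further: fluorescence reports GDP produced by GAP-driven GTP hydrolysis; strong numbers were not always called active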
# HIV fusion peptide – cell-free HIV fusion peptide-binding blockers – biochemical, uHTS, fluorescence dequenching, primary screen (AID 1986) | cell-free peptide binding, fluorescence dequenching, 30 min; higher % means a stronger effect | 290,000 tested, 0.3% active | inhibition, % at 20 µM; hits with a dose series show IC50 in µM; in the data active means inhibition mostly above about 52%, no sharp cut-off; inactive means mostly below about 76%; further: some results filed as inactive read as strong as hits
# NOD1 inhibition – NOD1 signaling inhibitors, primary screen, cell-based, luminescence, uHTS (AID 1578); NOD1-driven NF-kB luciferase reporter cells, luminescence; higher % means a stronger effect; inhibition, % at 4 µM, or EC50 in µM where a hit was titrated; 290,000 tested, 1% active; in the data active means inhibition mostly above about 36%, no sharp cut-off; inactive means mostly below about 34%;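 further: HEK-293T reporter cells stimulated with the NOD1 agonist gamma-tri-DAP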
# KOR beta-arrestin-1 – kappa opioid receptor blockers – cell-based, luminescence, uHTS (AID 1778); 290,000 tested, 0.091% active; KOR beta-arrestin recruitment, luminescence, antagonist mode; higher % means a stronger effect; one-dose inhibition, % at 10 µM; IC50 in µM for titrated hits; further: strong numbers were not always called active
# GPR55 beta-arrestin – selective activators of receptor GPR55 – imaging, U2OS cells, beta-arrestin-GFP redistribution, primary screen (AID 1961); one-dose activation, % at 10 µM; EC50 in µM for titrated hits; U2OS GPR55 beta-arrestin-GFP redistribution imaging; higher % means a stronger effect; 290,000 tested, 0.048% active;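 active means activation above 40% with more than 50 cells counted in the well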;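 further: U2OS osteosarcoma cells stably expressing GPR55 and beta-arrestin-GFP; plate controls were DMSO negative control for no effect and LPI positive control for full effect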
# GPR55 LPI antagonism – inhibition of LPI-stimulated GPR55 beta-arrestin translocation – imaging, U2OS, beta-arrestin-GFP, LPI agonist, primary screen (AID 2013); U2OS GPR55 beta-arrestin-GFP translocation imaging, LPI antagonism; higher % means a stronger effect; inhibition, % at 10 µM; hits with a dose series show IC50 in µM; 290,000 tested, 0.13% active;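 active means spots per cell inhibited over 60%, with over 100 cells counted and total cytoplasm intensity under 500,000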;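 further: U2OS cells stably carrying GPR55 and arrestin-GFP stimulated by 5 µM LPI near EC80; imaged beta-arrestin-GFP aggregate spots per cell after agonist stimulation; plate controls were LPI-stimulated DMSO wells for no effect and DMSO wells without LPI for full effect; some results filed as inactive read as strong as hits; confirmed hits need IC50 under 10 µM and bright autofluorescent wells are also inconclusive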
# KOR beta-arrestin-2 – kappa opioid receptor activators – cell-based, luminescence, uHTS, primary screen (AID 1777); KOR beta-arrestin recruitment, luminescence; higher % means a stronger effect; activation, % at 10 µM, or EC50 in µM where a hit was titrated; 280,000 tested, 0.02% active; in the data active means activation above about 50%, passing the limit was not always enough; further: a part of the inactive calls stands beside numbers as strong as those of hits
# HEK293 NOD2/NF-kB – inhibition of NOD2-driven NF-kB reporter – cell-based, luminescence, uHTS, HEK293 (AID 1566) | inhibition, % at 4 µM, or EC50 in µM where a hit was titrated | HEK293 NOD2/NF-kB luciferase reporter, luminescence; higher % means a stronger effect | 290,000 tested, 0.63% active; further: many of its hits are not listed in these tables
# An asterisk follows results filed as active; x = not tested or not shown; [ ] = remark or other dose. Unless noted, no stated cut-off is given here; in the data, active means inhibition above about 50%; inactive means the rest. Some of the compounds tested; rates above refer to the full screens.
SV40 large T antigen	Rac1 GTP hydrolysis	HIV fusion peptide	NOD1 inhibition	KOR beta-arrestin-1	GPR55 beta-arrestin	GPR55 LPI antagonism	KOR beta-arrestin-2	HEK293 NOD2/NF-kB	Compound
5%	7%	0.3%	9%	-18%	-0.2%	9%	-2.4%	10%	COC(=O)Nc1nn(Cc2ccccc2F)cc1Br
11%	11%	19%	11%	19%	-0.3%	20%	5.0%	20%	COc1ccc([C@H]2[C@H](C(=O)OC(C)(C)C)N3N=Cc4ccccc4C3C23C(=O)c2ccccc2C3=O)cc1OC (some centres not stated)
5%	4%	18%	8%	6%	0.8%	26%	-4.0%	12%	CCCc1nc(SCc2ccccn2)c2c(=O)n(C)c(=O)n(C)c2n1
8%	2%	1.0%	-3%	19%	-0.1%	4%	-4.4%	7%	COc1ccccc1N1CCN(C(=O)COc2cccc3ccccc23)CC1
1%	-1%	-0.7%	-17%	-13%	-0.1%	-3%	2.6%	1%	O=C(CN1CCN(CCC(=O)Nc2ccccc2F)CC1)Nc1ccc(F)cc1
x	6%	0.9%	4%	-34%	0.7%	4%	-0.3%	30%	COc1cccc(C(=O)Nc2ccc(NC(=O)C3CCCCC3)nc2)c1
10%	8%	-0.5%	-49%	-5%	0.2%	0%	-1.9%	-32%	COc1ccc(-c2nnc(SC)o2)c(OC)c1
7%	3%	0.4%	-23%	7%	-0.2%	1%	3.4%	-3%	CC(=O)c1cccc(NC(=O)c2cc(-n3cnnc3)ccc2Cl)c1
3%	4%	-1.5%	-39%	-28%[20 µM]	-0.1%	3%	x	3%	Fc1ccc(/C=N/Nc2nnnn2-c2ccccc2)cc1
13%	5%	1.5%	-16%	-8%	-0.1%	0%	-2.6%	18%	Cn1c(=O)n(C)c2cc(C(=O)O)ccc21
7%	-6%	-0.9%	-14%	-1%	0.6%	1%	5.5%	-6%	COc1ccc(Cn2nc(-c3ccccc3)c(N3CCCCC3)cc2=O)cc1
0%	0%	-0.4%	-29%	44%	-0.4%	11%	-5.3%	0%	CCCCN(CC)CCCNC(=O)CC1Oc2ccccc2NC1=O (configuration not stated)
4%	4%	1.5%	18%	4%	0.0%	14%	3.1%	12%	CC(=O)Nc1ccc(S(=O)(=O)Nc2c(C)nn(-c3ccccc3)c2C)cc1
11%	10%	-1.4%	4%	6%	-0.1%	-10%	-5.3%	-28%	COc1cc(C(=O)N/N=C/c2coc3ccccc3c2=O)cc(OC)c1OC
15%	4%	0.8%	-23%	0%	-0.1%	3%	-1.8%	-6%	O=C(CC1C(=O)NCCN1CC1CCCCC1)NCCCN1CCOCC1 (configuration not stated)
5%	11%	-1.6%	-40%	-17%	-0.1%	7%	2.2%	-16%	COc1ccc(CCNC(=O)CCc2nnc(Cc3ccc4c(c3)OCO4)o2)c(OC)c1
13%	4%	-2.1%	-6%	18%	0.2%	-6%	-2.1%	7%	O=C(CN1C(=O)c2ccccc2C1=O)NCc1ccncc1
10%	11%	0.1%	-60%	-33%	-0.1%	42%	-3.3%	-101%	COc1ccc(N/C=C\C(=O)c2ccc3c(c2)OCO3)cc1
5%	-1%	0.5%	-8%	14%	0.4%	25%	-0.8%	-5%	Cc1ccc(O)c(C(=O)c2cc(C#N)c(=O)n(-c3c(C)n(C)n(-c4ccccc4)c3=O)c2)c1
-22%	2%	1.1%	13%	-91%	0.5%	2%	4.2%	-19%	CCOC(=O)c1ccccc1NS(=O)(=O)c1ccc(OCC)cc1
1%	-11%	-0.4%	8%	-11%	0.1%	-12%	6.2%	13%	OCCC1CN(Cc2ccccc2O)CCN1CCc1ccccc1 (configuration not stated)
26%	3%	9.1%	28%	-9%	-0.1%	-4%	2.3%	-27%	COc1ccc(-n2nc3c(c2NC(=O)c2ccc4c(c2)OCO4)CS(=O)(=O)C3)cc1
3%	4%	0.2%	-55%	-15%	-0.1%	18%	5.5%	-56%	Cn1nnc(NC(=O)c2ccc(C(C)(C)C)cc2)n1
4%	-3%	-0.8%	-2%	-1%	0.1%	-2%	-3.6%	13%	CCOC(=O)c1nnn(-c2nonc2-n2cccc2)c1-c1cccc([N+](=O)[O-])c1
8%	10%	23%	-18%	-9%	0.0%	12%	-8.5%	-2%	CC1=NN(c2ccccc2)C(=O)/C1=C\C=C1/N(C)c2ccccc2C1(C)C
4%	7%	1.4%	14%	-69%[20 µM]	-0.1%	-3%	0.6%	-6%	COC(=O)c1cc(C(=O)c2ccc(C(C)(C)C)cc2)c[nH]1
x	-7%	0.3%	-10%	-84%	-0.1%	-4%	1.0%	-12%	COc1ccc(C(=O)Nc2ccc(NC(=O)c3ccccn3)cn2)cc1
8%	10%	-1.6%	1%	-25%	0.2%	6%	-2.4%	10%	O=C(COc1cccc2ccccc12)Nc1nc2ccccc2[nH]1
16%	4%	0.9%	-14%	-39%	-0.1%	-6%	2.7%	-12%	COCCNC(=O)C1CCN(C(=O)C2CC(=O)N(c3ccc(C)cc3)C2)CC1 (configuration not stated)
8%	14%	-2.5%	-15%	9%	-0.3%	-5%	6.7%	21%	Cc1cccc(Cn2cnc3c(N)c(C)c(C)cc32)c1
23%	6%	0.0%	-17%	8%	-0.1%	28%	-5.5%	-5%	CCOC(=O)C1(CCOc2ccccc2)CCN(Cc2cc(OC)ccc2OC)CC1
9%	4%	3.7%	2%	-35%	0.4%	3%	5.0%	9%	CC(Sc1nc2ccccc2s1)C(=O)Nc1nnc(C(C)C)s1 (configuration not stated)
1%	6%	-0.2%	-6%	-41%	0.8%	9%	-0.4%	8%	Cc1sc2nc(SCC(=O)N3CCCC3)[nH]c(=O)c2c1C
36%	18%	2.8%	-10%	-23%	0.0%	4%	10%	0%	CCN(CC)c1ccc(/C=N/Nc2nc(C)cc(=O)[nH]2)cc1
20%	9%	0.0%	1%	22%	-0.1%	-2%	-2.7%	13%	CC(C)OC(=O)C1C(=O)CC(C)(O)C(C(=O)OC(C)C)C1c1cccnc1 (configuration not stated)
1%	18%	-0.1%	-25%	-33%	-0.2%	-9%	14%	-4%	CC(Oc1ccccc1)c1ccnc2nc(/N=C/N(C)C)nn12 (configuration not stated)
13%	x	3.2%	-9%	3%	0.2%	-6%	1.5%	-6%	CN(CC(=O)NC(=O)NCc1ccco1)CC(=O)Nc1ccccc1Cl
2%	14%	4.9%	-1%	0%	0.1%	12%	10%	12%	CCOC(=O)C1=C(CSc2nc(C)ccc2C#N)OC(N)=C(C#N)C1c1cccc(OC)c1OC (configuration not stated)
5%	8%	-1.6%	-4%	15%	0.0%	11%	-4.1%	17%	COc1ccc(CCNC(=O)CC(Cc2ccccc2)C(=O)O)cc1OC (configuration not stated)
12%	5%	0.9%	-26%	14%	-0.2%	4%	8.5%	-14%	Cc1ccc(S(=O)(=O)N(CC(=O)Nc2cccnc2)c2ccc(Br)cc2)cc1
2%	9%	7.0%	15%	-1%	-0.2%	5%	-0.7%	15%	COc1ccc(NC(=O)C2CCN(C(=O)c3ccccc3)CC2)c(OC)c1
5%	4%	-3.0%	14%	-15%	-0.2%	-7%	-2.6%	8%	Cc1cccc(NC(=O)CCCCCN2C(=O)c3ccccc3C2=O)n1
4%	x	-1.0%	-3%	11%	-0.1%	-1%	3.9%	-18%	COc1cc(COc2ccc3c(C)c(CC(=O)O)c(=O)oc3c2C)cc(OC)c1OC
2%	10%	-0.4%	-3%	-6%	-0.2%	-7%	2.6%	2%	O=C(NCc1ccco1)c1ccc(Cl)c(S(=O)(=O)N2CCOCC2)c1
3%	10%	0.3%	-29%	25%	-0.3%	16%	-6.2%	3%	CCOC(=O)c1ccc2c(c1)sc(=NC(=O)c1ccco1)n2CCOC
14%	4%	-2.2%	-4%	3%	0.3%	3%	7.4%	8%	CSc1nnc(C(C)(C)C)c(=O)n1/N=C/c1c(O)ccc2ccccc12
5%	1%	-0.5%	13%	-22%	-0.1%	-14%	2.8%	4%	Clc1ccc(Cc2ccc(SCc3ccccc3)nn2)c(Cl)c1
3%	10%	-1.3%	3%	28%	0.0%	27%	-8.8%	-2%	COc1ccccc1OCC(=O)NNC(=O)c1ccc2c(=O)n3c(nc2c1)CCC3
